ANO1 block = TMEM16A chloride channel inhibitors, primary screen, cell-based, HTS. actives 1.2% (n = 310,000). AID 588511, 2011. HEK293 TMEM16A/YFP iodide influx fluorescence, ionomycin. normalized B-score (activity score, 25-100; higher = stronger inhibition) at 10 µM;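 active = ratio plate-corrected score three or more library SD toward inhibition, starting fluorescence score within five deviations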;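 also: score derived from kinetic fluorescence span divided by baseline fluorescence per well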
RGS4 pot = RGS4 potentiators or activators, primary screen, cell-based, HEK293 M3R inducible RGS4, calcium flux; B-score at 10 µM; carbachol calcium flux Fluo4; hits give low values; AID 463111, 2010; actives 0.92% (n = 310,000);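 active = B-score of the integrated calcium signal more than 4 SD below the library mean, with starting fluorescence not abnormally high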;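 also: negative B-score means reduced calcium response which marks RGS4 activation or potentiation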
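Reagent: ECmax carbachol challenge; Test system: M3R-expressing HEK293 line, RGS4 induced by doxycycline; Schedule: overnight RGS4 induction, 30 min dye load 37 °C, 20 min compound RT; Detection: calcium dye Fluo4 fluorescence; Read-out: Agonist-evoked peak-minus-minimum fluorescence over baseline, integrated ratio, B score.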
SKKanGAS inh = S. pyogenes SKKanGAS growth inhibitors in kanamycin, primary screen, streptokinase expression inhibitor project, SKKanGAS strain, BacTiter-Glo luminescence; 6 h; inhibition, % at 7.5 µM; actives 1.3% (n = 300,000);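 active = mean replicate score, as percent of positive control median, at least 50; inconclusive = mean below 50 but one replicate at or above 50; inactive = mean and every replicate below 50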;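 also: strain carries kanamycin resistance gene driven by streptokinase promoter and grows in 40 µg/ml kanamycin; loss of luminescence reflects streptokinase promoter inhibition or plain growth inhibition; 0% = median of DMSO wells and 100% = positive control at its reference dose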
TMEM16A act = TMEM16A chloride channel activators or potentiators, primary screen, cell-based, HTS. B-score at 10 µM. Anoctamin-1 (Mus musculus), Q8BHY3. HEK293 TMEM16A/YFP-H148Q/I152L, iodide quench fluorescence; hits give low values. AID 623877, 2012. actives 0.3% (n = 340,000);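 active = fluorescence-ratio B-score plate-corrected deviation score at least 3 library SD below zero, with starting fluorescence score within 5 deviations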;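 also: channel opened by trigger with iodide after compound preincubation; score built on the fluorescence ratio of max minus min over baseline; more negative score means more quench and so TMEM16A activation or potentiation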
TRPC6 inh = mouse TRPC6 channel inhibitors, primary screen, cell-based, HEK293, membrane potential dye | Short transient receptor potential channel 6 (Mus musculus), Q61143 | ACh-evoked depolarization; hits give low values | B-score at 10 µM | actives 1.1% (n = 310,000);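 active = B-score under library mean minus 3 SD, initial fluorescence not abnormally high, positive integrated signal ratio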;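 also: B-score derived from integrated fluorescence ratio over the kinetic read; more negative B-score means stronger inhibition of depolarization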
MrgX1 allo act = positive allosteric modulators of MrgX1, primary screen, HEK293 cells, Fluo-4 calcium flux; Mas-related G-protein coupled receptor member X1 (Homo sapiens), Q96LB2; FDSS; hits give high values; B-score at 10 µM; actives 0.63% (n = 310,000);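 active = plate-corrected calcium response at least 3 library SD above typical, normal starting fluorescence, not activating the receptor alone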;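 also: compound read alongside a low EC10 to EC30 dose of BAM8-22 agonist; peak minus trough fluorescence over baseline measured at the second addition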
Target sequence (Q96LB2 whole entry, looked up): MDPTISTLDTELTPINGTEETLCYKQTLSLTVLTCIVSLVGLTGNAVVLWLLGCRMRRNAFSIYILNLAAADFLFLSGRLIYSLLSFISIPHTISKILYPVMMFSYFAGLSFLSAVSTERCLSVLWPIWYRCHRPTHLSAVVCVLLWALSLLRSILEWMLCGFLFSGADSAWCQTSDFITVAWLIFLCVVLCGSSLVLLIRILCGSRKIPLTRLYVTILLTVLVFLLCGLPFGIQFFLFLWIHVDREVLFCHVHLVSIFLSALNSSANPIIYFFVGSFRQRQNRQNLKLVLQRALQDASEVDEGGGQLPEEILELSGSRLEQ
HDAC3 inh = HDAC3 deacetylase inhibitors, primary screen, biochemical, fluorescence, cell-free homogeneous. recombinant HDAC3, fluorogenic peptide/trypsin coupled. inhibition, % at 8.3 µM. actives 0.15% (n = 320,000). AID 2718, 2010; in the data active = inhibition above about 26%, passing the limit was not always enough; inconclusive = no clear call, values can overlap the other calls
Target sequence (O15379 whole entry, looked up): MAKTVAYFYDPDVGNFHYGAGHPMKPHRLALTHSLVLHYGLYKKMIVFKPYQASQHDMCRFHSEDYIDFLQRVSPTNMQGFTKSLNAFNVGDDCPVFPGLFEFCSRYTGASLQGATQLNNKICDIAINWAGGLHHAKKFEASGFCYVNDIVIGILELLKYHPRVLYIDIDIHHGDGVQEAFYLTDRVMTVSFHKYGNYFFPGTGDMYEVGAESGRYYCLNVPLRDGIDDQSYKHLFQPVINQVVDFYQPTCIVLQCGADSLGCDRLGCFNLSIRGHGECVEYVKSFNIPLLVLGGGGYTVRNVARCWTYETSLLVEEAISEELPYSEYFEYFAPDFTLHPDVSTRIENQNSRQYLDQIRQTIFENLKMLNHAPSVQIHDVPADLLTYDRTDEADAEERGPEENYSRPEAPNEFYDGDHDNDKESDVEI
MrgX1 antagonist = antagonists of human MrgX1 receptor, primary screen, HEK293 cells, Fluo-4 calcium flux; Mas-related G-protein coupled receptor member X1 (Homo sapiens), Q96LB2; BAM8-22 antagonism; hits give low values; B-score at 10 µM; actives 1.3% (n = 310,000); AID 588676, 2011;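 active = calcium-response B-score plate-corrected more than 3 library SD below zero, starting fluorescence within 5 deviations, no agonist response on first addition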;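 also: peak minus trough fluorescence over baseline after final BAM8-22 challenge near maximal dose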
RGS4 inh = RGS4 inhibitors, primary screen, cell-based, HEK293 M3R inducible RGS4, calcium flux; Fluo-4 calcium flux; hits give high values; triggered by carbachol at its EC20; Regulator of G-protein signaling 4 (Homo sapiens), P49798; B-score at 10 µM; actives 0.45% (n = 310,000); AID 463165, 2010;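 active = B-score, a plate-corrected calcium signal, over three deviations above library mean, with baseline fluorescence within five deviations of library mean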;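 also: RGS4 expression induced by doxycycline in cells with stable M3 receptor; B-score is computed from the integrated fluorescence ratio over baseline after carbachol; higher B-score means a larger calcium signal and so more RGS4 inhibition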
Target sequence (P49798 whole entry, looked up): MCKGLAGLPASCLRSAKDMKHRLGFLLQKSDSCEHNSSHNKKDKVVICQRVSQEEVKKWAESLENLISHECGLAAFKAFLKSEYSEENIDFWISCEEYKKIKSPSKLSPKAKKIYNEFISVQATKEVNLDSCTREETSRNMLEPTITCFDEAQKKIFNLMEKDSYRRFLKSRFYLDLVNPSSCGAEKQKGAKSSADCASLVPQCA
MrgX1 agonist = agonists of human MrgX1 receptor, primary screen, HEK293 cells, Fluo-4 calcium flux; B-score at 10 µM; Mas-related G-protein coupled receptor member X1 (Homo sapiens), Q96LB2; actives 0.44% (n = 310,000); AID 588627, 2011; Fluo-4 calcium fluorescence, agonist mode; hits give high values;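 active = calcium response B-score plate-corrected fluorescence ratio at least 3 library SD, with starting fluorescence B-score inside 5 SD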
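times = overnight plating, then 30 min 37 °C plus 30 min room-temperature dye loading | assay system = stable human MrgX1 HEK293 cell line | input = fifteen thousand cells per well | signal = kinetic calcium dye fluorescence, Fluo-4 NW | dosing = compound delivered in addition one of three | read-out = B-scored fluorescence response ratio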
TRPC6 act = mouse TRPC6 channel activators, primary screen, cell-based, HEK293, membrane potential dye | Short transient receptor potential channel 6 (Mus musculus), Q61143 | HEK293-TRPC6 membrane potential dye fluorescence; hits give high values | B-score at 10 µM | actives 0.13% (n = 310,000);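 active = B-score of the integrated fluorescence ratio above library mean plus 3 SD, and starting fluorescence ratio within library mean plus 5 SD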;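 also: higher score means more depolarization so channel activation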
* = called active by the depositor; i = inactive; ? = inconclusive; · = no result given.

SMILES	ANO1 block	RGS4 pot	SKKanGAS inh	TMEM16A act	TRPC6 inh	MrgX1 allo act	HDAC3 inh	MrgX1 antagonist	RGS4 inh	MrgX1 agonist	TRPC6 act
CC(C)(C)c1ccc(/C=N/NC(=O)c2ccccn2)cc1	i	i	-6	i	i	i	0	i	i	i	i
COc1cc(NC(=O)COC(=O)c2ccc(S(=O)(=O)N3CC(C)CC(C)C3)cc2)c(C)cc1[N+](=O)[O-] (stereo unspecified)	i	i	8	i	i	i	8	i	i	i	i
CCCSc1nc2cc(S(=O)(=O)N3CCOCC3)ccc2n1CC	i	i	-1	i	i	i	6	i	i	i	i
COCCOc1ccc(C(F)(F)F)cc1NC(=O)CN1C(=O)NC(C)(c2ccc3c(c2)OCO3)C1=O (stereo unspecified)	i	i	0	i	i	i	7	i	i	i	i
Cc1ccc2c(c1)C1C=CCC1C(C(=O)O)N2 (stereo unspecified)	i	i	0	·	i	i	-3	i	i	i	i
O=C(c1ccc(CS(=O)Cc2ccc(Cl)cc2)o1)N1CCN(c2ccccn2)CC1 (stereo unspecified)	i	i	-5	i	i	i	-1	i	i	i	i
O=C(CN1CCN(Cc2ccc3c(c2)OCO3)CC1)NCC(F)(F)F	i	i	2	i	i	i	-4	i	i	i	i
CCc1ccc(CCC(=O)Nc2sc3c(c2C#N)CCCC3)o1	i	i	2	i	i	i	-1	i	i	i	i
CCC(=O)Nc1nc2ccccc2n1Cc1ccccc1	i	i	6	i	i	i	0	i	i	i	i
COC(=O)CNC(=O)C1CCCN1C(=O)CNC(=O)OC(C)(C)C (stereo unspecified)	i	i	3	i	i	i	3	i	i	i	i
CC(C)CC(=O)CN1C(=O)C2(OCCO2)c2ccccc21	i	i	-9	i	i	i	3	i	i	i	i
O=C(CSc1nc2ccccc2[nH]1)Nc1ccc2c(c1)OCCO2	i	i	-3	i	i	i	0	i	i	i	i
Cc1nc(-c2ccccc2)sc1C1(C)CC(c2cccc(F)c2)=NO1 (stereo unspecified)	i	i	2	i	i	i	8	i	i	i	i
COc1ccc(C2C3=C(CC(C)(C)CC3=O)N(C)C3=C2C(=O)CC(C)(C)C3)cc1OC	i	i	-2	i	i	i	9	i	i	i	i
Cc1cc(NC(=O)CN2C(=O)NC(Cc3ccccc3)C2=O)no1 (stereo unspecified)	i	i	-10	i	i	i	9	i	i	i	i
O=C(CN1C(=O)CSc2ncccc21)N1CCOCC1	i	i	-4	i	i	i	-2	i	i	i	i
COc1ccc(N2CCN(C(=O)COc3ccc4c(C)cc(=O)oc4c3C)CC2)cc1	i	i	-7	i	i	i	-3	i	i	i	i
COc1ccc2[nH]c(=O)c(CN(C)C(=O)c3cccs3)cc2c1	i	i	1	i	i	i	-4	i	i	i	i
Cc1nn(CC2CC2)c(=O)n1-c1cccc(Cl)c1	i	i	-2	i	i	i	-1	i	i	i	i
COc1ccc(N2CSC3=C(C#N)C(c4cccs4)CC(=O)N3C2)cc1 (stereo unspecified)	i	i	0	i	i	i	?	i	i	i	i
CC(/C=C/c1ccccc1)=N/NC(=O)CCC(=O)Nc1ccccc1C	i	i	-2	i	i	i	10	i	i	i	i
O=C(CNC1CCCCC1)Nc1ccc([N+](=O)[O-])cc1C(=O)Nc1ccccc1F	i	i	14	i	i	i	5	i	i	i	i
Cc1ccc(Cn2c(=N)c(C(=O)NCc3ccco3)cc3c(=O)n4ccccc4nc32)cc1	i	i	4	·	-5*	i	-22	i	i	i	i
COc1ccccc1CN1CC(C(=O)NCCn2nc(C)cc2C)CCC1=O (stereo unspecified)	i	i	9	i	i	i	0	i	i	i	i
O=C(O)COc1ccc(NC(=O)c2ccc3c(c2)C(=O)N(Cc2ccccc2)C3=O)cc1	i	i	-6	i	i	i	3	i	i	i	i
COc1ccc(/C=N/NC(=O)c2cc(=O)[nH]c3ccccc23)cc1OC	i	i	-3	i	i	i	7	i	i	i	i
Cc1ccc(Sc2cc(NCCCO)c([N+](=O)[O-])c3nonc23)cc1	i	i	4	i	i	i	8	i	i	i	i
O=C(Nc1ccc(-c2cc3ccccc3oc2=O)c(Cl)c1)c1cccnc1	i	i	1	i	i	i	1	i	i	i	i
O=C(NC(=S)Nc1ccccc1N1CCCC1)c1ccc(-c2cccc([N+](=O)[O-])c2)o1	i	i	22	i	i	i	8	i	i	i	i
Cc1ccc(SCC(=O)Nc2ccc(C(=O)Nc3ccc(O)cc3)cc2)cc1	i	i	-3	i	i	i	-11	i	i	i	i
O=C(CSc1nnc(CNC(=O)c2cccs2)o1)Nc1cccc(F)c1	i	i	-20	i	i	i	3	i	i	i	i
O=C(NNC(=O)C12CC3CC(CC(Cl)(C3)C1)C2)c1csc(N2CCOCC2)n1	i	i	14	i	i	i	-2	i	i	i	i
CCCCCCCCC(=O)NC(NC(=S)N1CCOCC1)C(Cl)(Cl)Cl (stereo unspecified)	i	i	20	i	i	i	9	i	i	i	i
Cc1cc(C(=O)NCc2ccco2)cs1	i	i	0	i	i	i	-1	i	i	i	i
NC(N)=N/N=C/c1ccc2cccc(OCc3ccccc3)c2n1	25*	i	18	i	i	i	0	-5.3*	i	i	i
CC(=O)N1CCc2cc(S(=O)(=O)NCCC(=O)N3CCN(Cc4ccccc4)CC3)ccc21	i	·	·	i	·	i	2	i	·	i	·
O=CN1CCN(C(=S)NC(=O)c2ccc(Cl)cc2)CC1	·	i	2	i	i	·	·	·	i	·	i
COc1ccccc1CNC(=O)COC(=O)C1CCN(S(=O)(=O)c2ccc(C)c(C)c2)CC1	i	i	15	i	i	i	-3	i	i	i	i
O=c1[nH]c(C2CCCN(S(=O)(=O)c3ccccc3Cl)C2)nc2c1nnn2Cc1ccc2c(c1)OCCO2 (stereo unspecified)	i	i	27	i	i	i	-3	i	i	i	i
CC1=C(C(=O)N(C)C)C(c2ccc(N3CCOCC3)cc2)NC(=O)N1 (stereo unspecified)	i	i	1	i	i	i	-3	i	i	i	i
O=C(CCn1cccn1)Nc1ccc(-c2ccno2)cc1	i	i	1	i	i	i	3	i	i	i	i
CCO[C@H]1OC(C(=O)NC2CC2)=C[C@@H](C2CCCCC2)[C@@H]1CCCO	i	i	1	i	i	i	-2	i	i	i	i
CCOC(=O)C1CCN(C(=O)c2ccc(OC3CCN(C(=O)CCOC)CC3)cc2)CC1	i	i	-2	i	i	i	·	i	i	i	i
CC(C)N(c1ccccc1)c1ccc(NC(=O)CCl)cc1	i	i	3	i	i	i	1	i	i	i	i
O=C(NCc1ccc2c(c1)OCO2)C1CCC(CNS(=O)(=O)c2ccc(Cl)cc2)CC1 (stereo unspecified)	i	i	16	i	i	i	-1	i	i	i	i
O=C(Nc1cccc(F)c1)C1CCN(C(=O)c2ccc(Br)cc2)CC1	i	i	13	i	i	i	-2	i	i	i	i
Cc1oncc1C(=O)NC(C)C	i	i	3	i	i	i	-5	i	i	i	i
COc1ccc(-c2csc(NC(=O)CN3C(=O)C4CC=CCC4C3=O)n2)cc1OC (stereo unspecified)	i	i	11	i	i	i	-2	i	i	48*	i
CCCc1nnc(NC(=O)c2cc3ccccc3oc2=O)s1	i	i	7	i	i	i	-12	i	i	i	i
CC(CNS(=O)(=O)c1cc(Cl)ccc1Cl)CN(C)C (stereo unspecified)	i	i	1	i	i	i	-4	i	i	i	i
Further structures
SMILES	ANO1 block	RGS4 pot	SKKanGAS inh	TMEM16A act	TRPC6 inh	MrgX1 allo act	HDAC3 inh	MrgX1 antagonist	RGS4 inh	MrgX1 agonist	TRPC6 act
Cc1ccc(NC(=O)c2cc(N3C(=O)C4CC=CCC4C3=O)ccc2N2CCOCC2)cc1Cl (stereo unspecified)	i	i	-3	i	i	i	-7	i	i	i	i
CC(=O)Nc1sc(N)nc1-c1ccccc1	i	i	-3	i	i	i	-6	i	i	i	i
CCC(CC)c1nc(NCCC(=O)O)c2ccccc2n1	i	i	1	i	i	i	8	i	i	i	i
COc1ccc(/C=C2/CC/C(=C\c3ccc(OC)c(OC)c3OC)C2=O)c(OC)c1OC	i	i	7	i	i	i	·	i	i	i	i
CCOc1ccc(N2C(=O)CC(N3CC(C)OC(C)C3)C2=O)cc1 (stereo unspecified)	i	i	-5	i	i	i	3	i	i	i	i
COc1ccc(-c2ccc(SCC(=O)Nc3cc(C)on3)nn2)cc1OC	i	i	8	i	i	i	3	i	i	i	i
CCN1CCN(CC(=O)N2N=CCC2c2ccccc2)CC1 (stereo unspecified)	i	i	-1	i	i	i	-1	i	i	i	i
COc1ccccc1/C=N/NC(=O)CNC(=O)c1ccccc1	i	i	-17	i	i	i	·	i	i	i	i
Brc1ccc(CNc2ccc3ncccc3c2)cc1	i	i	2	i	i	i	-8	i	i	i	i
CCCCOC(=O)c1ccc(NC(=O)C(=O)NCc2ccco2)cc1	i	i	12	i	i	i	-10	i	i	i	i
CCN1CCN(CCNC(=O)c2ccc(/C=C3/Sc4ccccc4N(Cc4cccc(Cl)c4)C3=O)cc2)CC1	i	-9.9*	28	i	i	i	0	i	i	i	i
O=C1NC(c2cccc(Br)c2)=N/C1=C\c1ccco1	i	i	2	i	i	i	2	i	i	i	i
CCOc1ccccc1NC(=O)NC1CCCc2ccccc21 (stereo unspecified)	i	i	7	i	i	i	?	i	i	i	i
O=C(CSc1ncn[nH]1)N(C1CCCCC1)C1CCCCC1	i	i	2	i	i	i	3	i	i	i	i
